Myeloid diff MLP: induction of myeloid progenitor differentiation, primary screen, cell-based, flow cytometry, MLPCN library. 1% of 360,000 active. AID 624256, 2012. ER-HoxA9 myeloid progenitors, lysozyme-GFP differentiation. calls only at 10 µM;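 active = normalized GFP-positive differentiation at or above the plate's own cutoff, the solvent-only control mean plus 3 SD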;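 note: cells exposed to compound for four days before flow analysis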
Dynein cargo inh: inhibitors of GR-EGFP nuclear translocation, primary screen, dynein cargo transport inhibitor project, imaging, high-content, 3617.4 mouse cells; test concentration mostly 20 µM; stimulated with dexamethasone, 1 µM; stronger effect = lower value; z-score, hits read low; 0.47% of 220,000 active; AID 1381, 2008;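 active = plate z-score of nuclear minus cytoplasmic receptor signal below a set negative limit, without overly bright fluorescence or cell loss, cut at about -3.5 in these data, passing the limit was not always enough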;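 note: z-score of nuclear minus cytoplasmic ring GR-EGFP intensity difference per well; some compounds called inactive have numbers as strong as hits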
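Buffer or medium: tet-free, stripped-serum medium; Also added: dexamethasone, 1.0 µM final; Technique: high-content fluorescence imaging after fixation; Times: 48 h induction, 1 h compound, 30 min dex at 37 °C; Read-out: per-cell GR-EGFP intensity, nucleus versus surrounding cytoplasmic ring, well-averaged.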
Lipid droplet: inhibitors of hepatocyte lipid droplet formation, primary screen, imaging, high-throughput imaging, BODIPY stain | AML12 mouse hepatocytes, oleate lipid droplets | inhibition, % at 6.5 µM | 0.4% of 240,000 active;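 active = lipid droplet intensity inhibited by at least 50%, with more than 500 cells counted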
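Test system: AML12 hepatocytes (mouse); reagent: oleate loading, 100 µM; dosing: one dose, 6.5 µM compound; incubation: overnight exposure; signal: fluorescence imaging, 20x objective, two fields per well; read-out basis: % inhibition of corrected integrated BODIPY droplet signal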
human PMI inhibition: inhibitors of human PMI, primary screen, biochemical, fluorescence intensity, coupled assay (AID 1209). inhibition, % at 20 µM; hits with a dose series show IC50 in µM. purified PMI enzyme, coupled fluorescence intensity; higher % means a stronger effect. 0.42% of 190,000 active. Mannose-6-phosphate isomerase (Homo sapiens); in the data active = inhibition above about 50%;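 note: plate controls were DMSO vehicle for no effect and wells lacking substrate for full effect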
b-catenin transl: modulators of beta-catenin nuclear translocation, primary screen, imaging, HeLa cells, immunofluorescence, high-content; nuclear translocation activity, % at 5 µM; 0.3% of 190,000 active; AID 1665, 2009;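 active = nuclear translocation activity above 50% at 5 µM, with a well cell count of 50 or more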;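 note: per-cell ratio of nuclear to cytoplasmic median beta-catenin stain intensity; plate controls were DMSO negative control for no effect and GSK-3 inhibitor IX positive control for full effect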
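Assay system: human HeLa cells, native beta-catenin; doses: 5 µM primary, 0.02–20 µM confirmation; incubation: compound treatment 24 h, 37°C, 5% CO2; technique: fluorescence imaging of beta-catenin antibody stain plus DAPI; measure: % activation, nuclear-to-cytoplasmic median beta-catenin signal ratio per cell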
TNAP activation fold: human TNAP enzyme activators, primary screen, biochemical, luminescent, no phosphate acceptor, uHTS (AID 1001) | Alkaline phosphatase, tissue-nonspecific isozyme (Homo sapiens) | purified TNAP, luminescent activation assay, no phosphate acceptor; higher activation fold means a stronger effect | activation fold at 20 µM; hits with a dose series show EC50 in µM | 0.03% of 200,000 active; in the data active = activation fold from about 3, or a potency from the dose series; inactive = the rest, 99 in 100 with activation fold below about 1.6; note: many of its hits are not listed in these tables
MT stabilize HCS: microtubule stabilizers in HeLa cells, primary screen, imaging, high-content imaging; 0.83% of 200,000 active; % tubulin-high responders, % at 10 µM; HeLa tubulin immunostaining HCS, 24 h; share of cells brighter than vehicle mean+2SD;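 active = plate Z-score above 3 for both tubulin-high and condensed-nucleus cell shares, with cell loss under 80%, at 10 µM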;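 note: anti alpha tubulin signal scored within the nucleus-defined area of each cell; some results filed as inactive read as strong as hits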
Ins promoter up: insulin promoter activators in MIN6 cells, imaging, high-content screening, mouse beta cells; z-score at 5 µM; 0.3% of 190,000 active; MIN6 insulin promoter-GFP reporter; stronger effect = higher value;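 active = z-score above 3 at 5 µM with at least 500 cells counted in the well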
T cell HTS: modulators of CD8 T cell-vesicle binding, primary screen, mouse 2C CD8+ T cells, flow cytometry | calls only at 7 µM | 0.068% of 330,000 active | 2C CD8+ T cell-vesicle binding; stronger effect = lower value;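 active = response, share of CD8 T cells binding vesicles, and their 90th percentile fluorescence all below set limits, cut at about 80% in these data, passing the limit was not always enough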
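Read-out – percent CD8+ FL2 mean versus row control · System – murine 2C transgenic CD8+ T lymphocytes · Times – 1.5 h cell–vesicle binding at 37 °C, then 20 min icy labelling · Control set – naked vesicles low, QL9 vesicles with vehicle high · Detection – cytometric PE anti-B7-1 and Alexa647 anti-CD8 signals after 1% paraformaldehyde fixation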
Dynein cargo inh cytoplasmic EGFP: second read-out of Dynein cargo inh, no call of its own (marks repeat the call); z-score; measured here: cytoplasmic GR-EGFP intensity; stronger effect = higher value
Dynein cargo inh nuclear GR-EGFP: second read-out of Dynein cargo inh, no call of its own (marks repeat the call); z-score; measured here: nuclear GR-EGFP intensity;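 lower value marks the stronger effect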
Dynein cargo inh cell count: further read-out of Dynein cargo inh, marked with its call; z-score; measured here: cell count per field
Ins promoter up cell count: recorded beside Ins promoter up, whose call it bears; cell count; measured here: cytotoxicity, nuclei count;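 total cells summed across four imaged fields per well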
Lipid droplet cells 6.5 µM: further read-out of Lipid droplet, marked with its call; cell count; measured here: cell count, cytotoxicity flag;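 cells counted across two imaged fields per well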
b-catenin transl cell count 5 µM: recorded beside b-catenin transl, whose call it bears; cell count; measured here: cell count, cytotoxicity flag
T cell HTS vesicle-bound %: further read-out of T cell HTS, marked with its call; double positive events, %; measured here: CD8+ vesicle-bound cell fraction;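 binding gate set so that unloaded-vesicle control wells show 10% double positive cells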
MT stabilize HCS Hoechst-high %: also measured in MT stabilize HCS; calls as there; % Hoechst-high responders; measured here: nuclear condensation Hoechst responders;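 share of cells brighter than vehicle mean plus two SD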
MT stabilize HCS cytotoxicity %: also measured in MT stabilize HCS; calls as there; toxicity, %; measured here: cytotoxicity by cell density;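 0% = mean cell density of plate MIN control wells and 100% = no cells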
Myeloid diff MLP GFP+ MAC1+ %: further read-out of Myeloid diff MLP, marked with its call; GFP+ MAC1+ double positive, %; measured here: differentiation confirmed by MAC1 staining
Starred values were filed as active, the others as inactive; i = inactive; nt = not tested or not shown.

SMILES	Myeloid diff MLP	Myeloid diff MLP GFP+ MAC1+ %	Dynein cargo inh	Dynein cargo inh cytoplasmic EGFP	Dynein cargo inh nuclear GR-EGFP	Dynein cargo inh cell count	Lipid droplet	Lipid droplet cells 6.5 µM	human PMI inhibition	b-catenin transl	b-catenin transl cell count 5 µM	TNAP activation fold	MT stabilize HCS	MT stabilize HCS Hoechst-high %	MT stabilize HCS cytotoxicity %	Ins promoter up	Ins promoter up cell count	T cell HTS	T cell HTS vesicle-bound %
CCc1cc2c(N3CCN(c4ccccc4)CC3)ncnc2s1	i	0.7	-1.1	-0.23	-0.38	1.2	nt	nt	8%	2.0	1405	1.1	2.0	2.2	1.0	-1.1	678	i	53
CN(C)S(=O)(=O)N1CCCN(S(=O)(=O)N(C)C)CC1	i	0.7	-0.37	-0.016	0.098	-0.0023	nt	nt	6%	0.2	1125	1.1	3.9	1.9	1.9	0.42	1370	i	55
Cc1nn(C)c(=S)n1-c1ccc(Cl)cc1	i	0.5	1.7	-0.22	1.3	-1.3	1	755	10%	-0.5	946	1	4.9	0.9	9.6	0.6	1646	i	16
CCOC(=O)c1c(CN2CCN(Cc3ccccc3)CC2)n(C)c2cc(Br)c(OC)cc12	i	1.6	2.1	-0.075	1.9	-1.1	-18	771	2%	nt	nt	1.1	2.0	0.8	7.1	-0.16	890	i	50
Cc1ccc(NC(=O)C2CCCN(S(=O)(=O)c3cccs3)C2)cc1 (stereo not drawn)	i	0.7	2.1	-0.1	1.2	-1.3	nt	nt	3%	-2.4	1380	1.1	5.7	3.0	3.7	-0.2	1599	i	36
COCc1cc(C)nc(N2CCOCC2)c1C#N	i	1.2	-0.75	-0.27	-0.31	0.92	nt	nt	4%	nt	nt	1.1	2.7	3.4	6.4	0.61	897	i	44
CCCC(C)NC(=O)c1cccc(Oc2ccccc2)c1 (stereo not drawn)	i	1.3	-0.5	-0.31	-0.14	0.24	-15	656	-15%	-1.0	1059	1	2.3	2.6	6.4	1.6	1150	i	53
COc1ccccc1-c1nnc(SCC(=O)NCc2cccs2)n1N	i	0.2	0.079	-0.3	0.5	-1.4	1	678	-5%	-3.5	1147	1.2	3.7	2.9	5.5	-0.21	1189	i	35
Cc1ccnc(SCCn2c(N3CC(C)OC(C)C3)nc3c2c(=O)n(C)c(=O)n3C)n1 (stereo not drawn)	i	0.2	-0.56	-0.35	-0.4	-0.27	0	717	-8%	-3.2	1092	1.1	2.1	2.5	9.6	0.39	1411	i	62
O=C(c1ccc(S(=O)(=O)NCC2CCCO2)cc1)N1CCc2ccccc21 (stereo not drawn)	i	0.9	0.26	1.2	0.48	3.7	0	710	2%	nt	nt	1.1	3.9	2.1	3.9	-1.4	1161	i	40
CCOC(=O)C1=NNC2(CC(=O)N(c3cccc(C)c3)C2=O)C1 (stereo not drawn)	i	0.7	0.37	-0.26	0.64	0.075	0	675	nt	0.0	1370	nt	nt	nt	nt	-0.11	1082	i	22
CCOc1ccc(S(=O)(=O)NCc2csc(C)n2)cc1	i	8.3	1.7	-0.2	0.87	-0.9	0	669	3%	-0.2	1065	1	5.5	1.6	5.9	0.88	1126	i	29
CCOC(=O)C1CCN(C(=O)c2cccnc2Oc2ccc(Cl)cc2)CC1	i	0.6	0.52	-0.18	0.58	-0.22	8	664	nt	1.0	1302	nt	nt	nt	nt	-0.45	1051	i	12
O=C1NC(=Nc2cccc(O)c2)S/C1=C\c1cccnc1	i	0.8	0.6	-0.28	0.36	0.12	-10	780	nt	-0.4	1338	nt	nt	nt	nt	-0.31	1439	i	27
COC(=O)c1ccc(CSc2nnc(NCc3ccccc3)s2)o1	i	1.6	-0.4	-0.44	0.16	0.32	nt	nt	-6%	nt	nt	1	3.4	3.4	6.1	nt	nt	i	52
CC(CCc1ccco1)NC(=O)c1cccc2c1C(=O)N(C1CCCCC1)C2 (stereo not drawn)	i	0.1	-0.056	-0.28	0.17	-0.31	5	663	0%	-0.3	1107	1.1	2.3	1.9	8.7	-0.32	1231	i	41
COc1ccc(C2N=C(c3ccccc3)C(C)(C)N2O)cc1 (stereo not drawn)	i	0.6	1	-0.22	0.46	-0.41	nt	nt	0%	nt	nt	1.1	1.8	1.5	26	-0.43	919	i	29
c1coc(-c2nnc(SCc3cn4ccccc4n3)o2)c1	i	0.9	-0.3	-0.23	0.0064	0.79	nt	nt	-1%	2.2	1137	1.1	2.6	2.0	2.6	-0.17	1004	i	33
O=C(c1cc(-c2cccs2)on1)N1CCc2ccccc2C1	i	0.3	0.5	-0.23	0.097	0.33	-16	721	-1%	-4.0	1259	1.1	2.3	1.9	0.6	-0.25	1171	i	24
CN(C)c1cccc2c1c(NC(=O)Nc1ccccc1)nn2C	i	0.9	-0.84	-0.24	-0.5	0.46	-41	732	nt	-4.1	1160	nt	nt	nt	nt	-0.76	1382	i	56
O=C(COC(=O)c1ccccc1Br)NCCN1C(=O)CSC1=O	i	1.2	0.23	-0.38	0.46	0.17	0	618	-20%	0.6	933	1.2	1.8	2.1	3.9	-0.02	1213	i	26
COc1cc(OC)cc(C(=O)Nn2cc(C(=O)Nc3ccc(F)cc3F)c3ccccc3c2=O)c1	i	1.9	0.12	-0.31	-0.3	0.33	nt	nt	5%	0.7	590	1.1	2.5	2.8	6.2	-0.35	1233	i	51
O=C(N/N=C\C=C\c1ccc2c(c1)OCO2)C1COc2ccccc2O1 (stereo not drawn)	i	0.3	-1.1	-0.23	0.048	0.88	-10	562	-2%	2.7	544	1	5.2	2.8	6.6	0.45	1213	i	37
CCOc1ccc(N2CCCn3c2nc2c3c(=O)n(CCc3ccccc3)c(=O)n2C)cc1	nt	nt	-0.036	-0.22	-0.058	0.23	16	634	0%	-4.0	1087	1	1.9	2.9	6.9	-1.1	1630	nt	nt
CC(=O)NC(=S)Nc1ccc(S(=O)(=O)Nc2ncccn2)cc1	i	0.6	0.91	0.0046	0.073	0.14	-6	646	nt	-1.0	1332	nt	nt	nt	nt	-0.78	1291	i	35
CCOC(=O)c1c(C)nn(Cc2ccccc2)c1N	i	0.7	-0.32	-0.25	-0.22	-0.27	-6	786	6%	nt	nt	1.1	1.8	2.3	4.6	0.14	1212	i	27
Cc1cccc(NC(=S)NC2CC3CCCC(C2)N3Cc2cccs2)c1C (stereo not drawn)	i	7.8	0.26	-0.17	0.7	-0.69	nt	nt	7%	0.1	1348	1.3	3.0	2.6	5.6	-0.44	1468	i	23
CC1=NNC(=O)C1CCC(=O)N/N=C/c1ccc(Cl)cc1 (stereo not drawn)	i	0.1	-0.93	-0.27	-0.69	0.54	2	690	-14%	-2.9	1087	1.1	1.3	1.5	11	0.07	1352	i	47
O=C(c1ccco1)N1CCN=C1SCc1cccc(Cl)c1	i	2.7	-0.45	-0.27	-0.18	0.28	nt	nt	5%	nt	nt	1.1	4.7	2.5	1.9	-0.04	801	i	42
O=C(Oc1cccc(N2C(=O)CCC2=O)c1)c1ccccc1	i	0.5	-1.5	-0.22	-0.66	1.5	38	774	7%	-0.5	1017	1.1	1.0	2.7	7.5	nt	nt	i	60
Cc1ccc2nc(NNC(=O)c3ccc(S(=O)(=O)N4CCc5ccccc5C4)cc3)sc2c1	i	4.1	-0.027	-0.21	0.9	-0.63	-67	809	-9%	-8.1	432	1.1	13	13	17	-4.4	579	i	40
CCCC(=O)Nc1ccccc1-c1nnc(SCC)[nH]c1=O	i	0.3	-0.89	-0.18	-0.14	0.31	27	738	nt	-0.6	1328	nt	nt	nt	nt	0.37	1030	i	38
Cc1sc2ncn(CC(=O)NCCCC(=O)N3CCN(c4ccccc4)CC3)c(=O)c2c1C	i	0.8	-0.8	-0.26	-0.3	1.7	nt	nt	6%	-2.1	1041	1.1	3.6	1.2	8.8	0.28	1235	i	26
CCC(CO)NCc1cc(OC)c(OCC(=O)NCCc2ccccc2)cc1Br (stereo not drawn)	i	0.1	-0.44	-0.096	-0.56	0.68	8	704	-10%	-1.9	517	0.9	2.4	2.9	7.8	-0.28	1272	i	28

Some entries already given, showing only Ins promoter up cell count and b-catenin transl.
mol	Ins promoter up cell count	b-catenin transl
Cc1cccc(NC(=S)NC2CC3CCCC(C2)N3Cc2cccs2)c1C (stereo not drawn)	1468	0.1
CCOC(=O)C1CCN(C(=O)c2cccnc2Oc2ccc(Cl)cc2)CC1	1051	1.0
